GAA glycogen: alters human alpha-glucosidase cleavage of glycogen. recombinant GAA, glycogen substrate, Amplex Red glucose oxidase fluorescence. Potency, µM (top dose mostly 76.4 µM), inactives show at the top dose activity change, negative = inhibition, actives largely listed as inhibitors. hit rate 0.38% among 300,000. AID 2100; active means well fitted inhibition curve with a large enough effect; inconclusive means small, poorly fitted or top-dose-only effect, or another doubt; inactive means no such curve, though single readings can be large or run the other way;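 further: 0% = full enzyme reaction and -100% = no-enzyme basal signal; the screen sought inhibitors and activators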
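qHTS, 1536-well; enzyme 4 nM final; cpd up to 77 uM; substrate bovine liver glycogen 30 ug; 50 mM citrate/phosphate pH 5.0, 0.01% Tween-20; 37 C, 40 min; Amplex Red detection 45 min RT; Hill fit → AC50.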
Numbers without * were called inactive; ? = inconclusive; [ ] = another dose, or the depositor's remark. Potency means the concentration at half of the fitted maximal effect. Only part of the results is shown; the hit share may differ from the screen's.

SMILES | GAA glycogen
O=C(NCC1COc2ccccc2O1)c1cccs1 (stereo not drawn) | 0.3%
Cc1cc(C)cc(C(=O)OCC(=O)NC2CCCC2)c1 | 0.2%
CN1CCc2c(sc(NC(=O)c3ccc([N+](=O)[O-])o3)c2C(N)=O)C1 | -0.2%[76.3 µM]
COc1cccc(C(=O)NCC(=O)N2CCC3(CC2)NCCc2[nH]cnc23)c1OC | -1.6%[76.3 µM]
CCN(CC)S(=O)(=O)c1ccc2c(c1)N(CC(=O)NCC1CCCO1)C(=O)CO2 (stereo not drawn) | -2.8%[76.3 µM]
Cc1c(Cl)cccc1NC(=O)c1cc(S(=O)(=O)N2CCOCC2)cn1C | 20.4%[76.3 µM]
COc1ccc2nc(C)cc(Nc3ccc(C(=O)O)cc3)c2c1 | -4.2%
O=C1NC(=S)S/C1=C\c1ccc2ccccc2c1 | -0.3%
O=C(NCCCc1ccncc1)C1CCC(=O)N(Cc2cccc(C(F)(F)F)c2)C1 (stereo not drawn) | 7.2%[76.3 µM]
COc1ccc2c(c1)c(=O)oc1cc(OC(C(=O)O)c3ccccc3)ccc12 (stereo not drawn) | 3.0%
Cc1csc(N/N=C/c2ccc([N+](=O)[O-])cc2)n1 | ?
COc1ccc(N2CCN(C3CCCN(C(=O)CCN4CCCCO4)C3)CC2)cc1 (stereo not drawn) | -9.3%[76.3 µM]
O=C(Nc1ccccc1C(F)(F)F)C1CCCC1 | -1.1%[76.3 µM]
CC(CNS(=O)(=O)c1ccc(Cl)cc1)n1cncn1 (stereo not drawn) | 4.8%
O=C(Nc1scc(-c2ccccc2)c1C(=O)O)c1ccccc1Cl | -0.5%
COc1cc2c(cc1OC)C(c1ccccc1C(F)(F)F)CC(=O)N2 (stereo not drawn) | -4.1%[76.3 µM]
OC(c1ccccc1)(C1CCCCC1)C(CN1CCOCC1)c1ccccc1 (stereo not drawn) | -3.4%
O=C(CCCN1CCOC(c2ccccc2)C1)c1ccc(F)cc1 (stereo not drawn) | -10.2%[76.3 µM]
O=C(NC1CCN(S(=O)(=O)c2ccccc2F)CC1)c1cccnc1 | -14.2%
CCOC(=O)/C=C1\CN(C(C)c2ccccc2)S(=O)(=O)c2ccccc21 (stereo not drawn) | -14.0%[76.3 µM]
CC[n+]1c(/C=C/c2ccc(OC(C)=O)c(OC)c2)ccc2ccccc21 | 1.1%
Cc1c(Br)c([N+](=O)[O-])nn1CC(=O)NC1CCCCCC1 | 8.8%
COc1cccc(NC(C)=[N+](C)CCNS(=O)(=O)c2ccc(Cl)cc2)c1 | 2.7%[76.3 µM]
Cc1cc(OCCCCOc2ccc(S(N)(=O)=O)c(C)c2)ccc1S(N)(=O)=O | -9.8%
Cc1cc(Nc2ccc(Br)cc2)nc(-c2ccccc2O)n1 | 0.8%[76.3 µM]
O=C1c2ccccc2C(=O)N1CCn1ccnc1 | 2.4%[76.3 µM]
CS(=O)(=O)c1ccccc1C(=O)Nc1cccc2ncccc12 | -9.7%
COC(=O)c1ccc2c(=O)n(Cc3ccc4c(c3)OCO4)c(=S)[nH]c2c1 | 2.9%
c1ccc(CN2CCN(c3ncccn3)CC2)cc1 | -17.6%[0.611 µM]
Fc1cccc(NC(=S)Nc2cccc3ccccc23)c1 | 5.9%[76.3 µM]
COCCN(CC1CCCN(C2Cc3ccccc3C2)C1)C(=O)CCC(F)(F)F (stereo not drawn) | -10.0%[76.3 µM]
CCOc1ccc(S(=O)(=O)N2CCCC(C(=O)NCc3ccco3)C2)cc1 (stereo not drawn) | -2.8%[76.3 µM]
O=C(NCCN1CCNC1=O)C1CCC(=O)N(CCc2ccccc2)C1 (stereo not drawn) | -4.7%[76.3 µM]
CCOC(=O)CSc1nc2sc3c(c2c(=O)n1-c1ccc(OC)cc1)CCN(C)C3 | 18.6%
CCC(=O)Nc1ccc(Cl)c(-c2nc3ncccc3o2)c1 | -2.0%[76.3 µM]
Cc1c(OC(C(=O)O)c2ccccc2)ccc2c1oc(=O)c1ccccc12 (stereo not drawn) | -9.6%[76.3 µM]
COc1cc(OC)cc(C(=O)O/N=C(\N)c2cccc(C)c2)c1 | 3.2%
Cc1ccc(CNCCCSc2ncccn2)cc1 | -26.7%[76.3 µM]
COc1ccc2c(c1OC)C(=O)N(c1ccc(O)cc1)C2 | -30.7%
O=C(CC(=O)Nc1ccc(F)cc1F)Nc1ccc(F)cc1F | -3.1%
CCCCCn1c(=O)[nH]c2cc(C(=O)NCCCN3CCCCC3CC)ccc2c1=O (stereo not drawn) | -4.7%[76.3 µM]
O=C(CN1CCN(S(=O)(=O)c2ccc(F)cc2)CC1)NC1CCCC1 | -2.6%[76.3 µM]
N#Cc1ccc(OCc2ccc(C(=O)O)o2)cc1 | 4.1%
Cc1noc(C)c1COc1ccc(C(=O)N2CCCC(C(F)(F)F)C2)cc1 (stereo not drawn) | -1.7%[76.3 µM]
COc1ccc(C(=O)N2CCCC(CO)(Cc3ccccc3C)C2)o1 (stereo not drawn) | -3.4%[76.3 µM]
Cc1cccn2c(=O)c3cc(C(=O)NCc4ccco4)c(=N)n(C4CCCCC4)c3nc12 | -0.7%
CCCNc1nc2c(c(=O)[nH]c(=O)n2C)n1CCOc1ccccc1 | 3.3%
CC1CN(C(=O)CCC(=O)NCc2ccc(Cl)cc2)c2ccccc2O1 (stereo not drawn) | 7.9%[76.3 µM]
CCC(c1nnnn1C1CCCCC1)N1CCN(C(=O)c2ccco2)CC1 (stereo not drawn) | -2.5%[76.3 µM]
CCOCCCNC(=S)N1CCC(C(=O)c2ccc(C)cc2)CC1 | 19.6%[76.3 µM]

Fetched one by one from above, 7 records:
SMILES | GAA glycogen
CCOCCCNC(=S)N1CCC(C(=O)c2ccc(C)cc2)CC1 | 19.6%[76.3 µM]
O=C(CN1CCN(S(=O)(=O)c2ccc(F)cc2)CC1)NC1CCCC1 | -2.6%[76.3 µM]
CCCCCn1c(=O)[nH]c2cc(C(=O)NCCCN3CCCCC3CC)ccc2c1=O (stereo not drawn) | -4.7%[76.3 µM]
N#Cc1ccc(OCc2ccc(C(=O)O)o2)cc1 | 4.1%
CC1CN(C(=O)CCC(=O)NCc2ccc(Cl)cc2)c2ccccc2O1 (stereo not drawn) | 7.9%[76.3 µM]
Cc1cccn2c(=O)c3cc(C(=O)NCc4ccco4)c(=N)n(C4CCCCC4)c3nc12 | -0.7%
COc1ccc(C(=O)N2CCCC(CO)(Cc3ccccc3C)C2)o1 (stereo not drawn) | -3.4%[76.3 µM]

Later entries.
SMILES | GAA glycogen
CC(=O)c1cccc(OCc2cc(C(=O)N3CCSCC3)no2)c1 | -0.9%[76.3 µM]
C=CCn1c(SCC(N)=O)nc2sc3c(c2c1=O)CCC3 | 0.9%[76.3 µM]
Cc1cc(C)cc(C(=O)NC(CC(N)=O)c2ccc(NCCN3CCOCC3)c([N+](=O)[O-])c2)c1 (stereo not drawn) | 13.8%[76.3 µM]
Cc1coc2c(C)c3oc(=O)c(CCC(=O)NCCCN4CCOCC4)c(C)c3cc12 | 10.9%[76.3 µM]
NCC12CC3CC(C1)CC(c1ccc(Br)cc1)(C3)C2 | 6.1%
CCCNC(=O)c1ccccc1NC(=O)c1ccc2c(c1)NC(=O)C(C)S2 (stereo not drawn) | -0.7%[76.3 µM]
COc1cccc(N2C(=NC(=O)COc3ccccc3)SC3CS(=O)(=O)CC32)c1 (stereo not drawn) | -9.9%[76.3 µM]
COC(=O)c1ccc(N2CCOCC2)c(NC(=O)c2ccc(Br)o2)c1 | 1.5%[76.3 µM]
O=C(Nc1cccc(Cl)c1)c1ccc2c(c1)OCCO2 | 2.4%
O=C(CCNC(=O)c1ccc([N+](=O)[O-])cc1)Nc1ccccc1N1CCCC1 | ?
Cc1ccnc(N2CCCC(C(=O)Nc3cccc(C)c3C)C2)n1 (stereo not drawn) | 8.8%
COc1cc(C2SCC(=O)N2Cc2ccccc2)ccc1O (stereo not drawn) | 3.5%
Cc1ccc2oc(C(=O)NCc3ccc(S(N)(=O)=O)cc3)cc(=O)c2c1 | 4.9%
CC(C)C(OC(=O)CN1C(=O)c2ccccc2C1=O)C(=O)NC1CCCCC1 (stereo not drawn) | -6.0%
COc1ccc(C)cc1Nc1n[n+](-c2ccccc2)c(-c2ccc(C(=O)O)cc2)s1 | -2.2%[76.3 µM]
O=[N+]([O-])c1cc2c(cc1CN1CCN(CCOCCO)CC1)OCO2 | -4.6%[76.3 µM]
COc1ccc(OC)c(/C=C/c2[nH]c(=O)[nH]c(=O)c2[N+](=O)[O-])c1 | 3.5%[76.3 µM]
CCc1ccc(NC(=O)C2CCN(S(=O)(=O)c3ccc4c(c3)NC(=O)C(C)S4)CC2)cc1 (stereo not drawn) | -12.6%[76.3 µM]
CN1CCCN(C(=O)c2c(F)cccc2Cl)CC1 | 1.3%[76.3 µM]
O=C(COc1ccc(Cl)cc1)NCc1ccc(F)cc1 | 15.6%[76.3 µM]
COCCN(C(=O)COC(=O)CC1CCCCC1)c1c(N)n(Cc2ccccc2)c(=O)[nH]c1=O | -9.2%[76.3 µM]
Cc1ccc(-c2nc3c(Cl)cc(Cl)cc3c(=O)n2O)cc1 | -4.4%
COc1ccc(S(=O)(=O)NNC(=O)C23CC4CC(CC(C4)C2)C3)cc1 | -3.6%[76.3 µM]
CCn1c(SCC(=O)NCC2CCCO2)nc2c(c1=O)SCC2 (stereo not drawn) | -6.2%[76.3 µM]
CN(CCOc1ccc(Cl)cc1)C(=O)C1CCN(C(=O)c2ccc(Cl)cc2)CC1 | -4.6%[76.3 µM]
Cc1cc(C)c2c(c1)C(=O)/C(=C/c1ccc(C(=O)O)cc1)CC2 | 2.5%[76.3 µM]
O=C(CN(CC1CCCO1)C(=O)CNS(=O)(=O)c1ccc(F)cc1)NC1CCCCC1 (stereo not drawn) | 3.9%
COC(=O)C1=C(C)N(Cc2ccccc2)C(=NCc2ccco2)N[C@H]1c1ccc(Br)cc1 | -12.3%[76.3 µM]
CCn1c(SCC(=O)NCc2ccccc2)nnc1C(CO)NC(=O)c1ccccc1 (stereo not drawn) | -1.6%[76.3 µM]
COc1cccc(CNS(=O)(=O)c2ccc3c(c2)C(C)(C)C(=O)N3C)c1 | -8.5%[76.3 µM]
Cc1cccc(CCNC(=O)CCS(=O)(=O)c2ccc3nc(C)sc3c2)c1 | 20.0%[76.3 µM]
COc1cc(C(=O)O[C@H]2C/C(C)=C/CC[C@]3(C)O[C@@H]3C(O)C2C(C)C)cc(OC)c1OC (stereo partly drawn) | -0.2%
O=C(CNC(=S)N(CCCN1CCOCC1)Cc1cccs1)NCc1ccc(Cl)cc1 | -7.4%[76.3 µM]
O=C(NCCN1CCCC1)C(c1ccccc1)c1ccccc1 | -14.6%[76.3 µM]
COc1ccc(CN(C)CC(O)COC(c2ccc(OC)cc2)c2ccc(OC)cc2)cc1 (stereo not drawn) | -4.7%
Cc1cccc(C)c1NS(=O)(=O)c1ccc(-c2ccc(=O)[nH]n2)o1 | -1.9%[76.3 µM]
Cn1c(=O)[nH]c(=O)c2c1nc(NCCN)n2CCOc1ccccc1 | 3.6%[76.3 µM]
COc1ccc(CNc2ncc(-c3ccc(Br)cc3)n2C)cc1OC | 10.7%[76.3 µM]
COc1ccc(C2CC(c3ccc(Br)cc3)=NN2C(=O)CCC(=O)O)cc1OC (stereo not drawn) | 16.3%[76.3 µM]
O=[N+]([O-])c1ccc(S(=O)(=O)Nc2ccncc2)cc1 | -7.3%[3.05 µM]

Some of these compounds in order of the GAA glycogen value, highest first:
smiles	GAA glycogen
Cc1c(Br)c([N+](=O)[O-])nn1CC(=O)NC1CCCCCC1	8.8%
COc1ccc2c(c1)c(=O)oc1cc(OC(C(=O)O)c3ccccc3)ccc12 (stereo not drawn)	3.0%
COc1ccc2c(c1OC)C(=O)N(c1ccc(O)cc1)C2	-30.7%

(further entries)
SMILES | GAA glycogen
COc1ccc(-c2cn(-c3ccccc3)c(=S)[nH]2)cc1OC | 3.9%
Cc1nnc(NC(=O)c2oc3ccccc3c2C)s1 | -6.3%[76.3 µM]
O=C(CN1C(=O)NC2(CCCC2)C1=O)Nc1cc(Cl)ccc1N1CCCCC1 | -5.0%[76.3 µM]
CC(C)(C)NC(=O)NC(=O)C[n+]1ccc(Cc2ccc([N+](=O)[O-])cc2)cc1 | -2.4%
O=C1NN(c2ccc(Cl)c(Cl)c2)C(=O)/C1=C/c1ccc(-c2ccccc2C(=O)O)o1 | -12.1%
CC(C)CN(C(=O)COC(=O)c1c2c(nc3ccccc13)CCC2)c1c(N)n(Cc2ccccc2)c(=O)[nH]c1=O | -1.1%[76.3 µM]
CCCN1CCN(C(=O)C2CCN(S(=O)(=O)c3c(C)noc3/C=C/c3ccc(C)cc3)CC2)CC1 | -0.6%[76.3 µM]
CCOC(=O)CN(C(=O)CNC(=O)c1ccco1)C(C(=O)NC1CCCCC1)c1cccnc1 (stereo not drawn) | 0.0%
CNS(=O)(=O)c1cn(CC(=O)NCc2cccc(OC)c2)cc1S(=O)(=O)NC | 3.8%
Cc1cccc(C(=O)Nc2ccccc2NC(=O)c2cccc(C)c2)c1 | 1.7%
CC(C)OCCCNC(=O)c1cc(S(=O)(=O)N2CCCCC2)c[nH]1 | 15.9%[76.3 µM]
O=C(NC(Cc1ccccc1)C(=O)O)/C(=C\c1cccc([N+](=O)[O-])c1)NC(=O)c1ccco1 (stereo not drawn) | -10.6%[76.3 µM]
Cc1cccc(NC(=O)CSc2nnc(-c3ccncc3)n2CC2CCCO2)c1 (stereo not drawn) | -1.4%

As entered above:
Cn1c(=O)[nH]c(=O)c2c1nc(NCCN)n2CCOc1ccccc1 | GAA glycogen: 3.6%[76.3 µM]
O=C(COc1ccc(Cl)cc1)NCc1ccc(F)cc1 | GAA glycogen: 15.6%[76.3 µM]

Bioassay records as filed in PubChem BioAssay.
